# Compound activity from PubChem.
# CSN inh = CSN deneddylation inhibition; Q92905; Purified CSN, SCF-Nedd8-OG deneddylation, fluorescence polarization; inhibition, % at 12.5 µM; AID 651999; actives 0.38% (n = 360,000);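 active = pattern-corrected inhibition above about 35%, with an unprinted fluorescence ratio check between 0.5 and 1.5, limit read from the data, passing the limit was not always enough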;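 also: 0% = enzyme with substrate and 100% = substrate without enzyme; some results filed as inactive read as strong as hits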
#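 Detection – fluorescence polarization · System – HEK293T-derived human Csn5 enzyme · Controls – substrate-only high control, full reaction low control · Timing – 90 min, room temperature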
# Rin1 Abl inh = blocks binding of human Rin1 to Abl | inhibition, % at 7.35 µM | P00519+Q13671 | actives 0.4% (n = 360,000) | TR-FRET Rin1/Abl binding, biochemical; in the data active = inhibition above about 5%, passing the limit was not always enough
# PABP1 MLLE inh = inhibitors of microRNA-mediated deadenylation, human PABP1 MLLE binding; P11940; GST-MLLE / FITC-PAM2 fluorescence polarization; inhibition, % at 20 µM; actives 0.36% (n = 360,000); in the data active = inhibition above about 35%, passing the limit was not always enough;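 also: plate controls were DMSO wells with GST-MLLE for no effect and wells lacking GST-MLLE protein for full effect; some results filed as inactive read as strong as hits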
# MsrA inhibitor = inhibits bovine methionine sulfoxide reductase A; purified bovine MsrA, absorbance read-out; inhibition, % at 15.5 µM; actives 0.75% (n = 360,000); AID 651718; in the data active = inhibition above about 4.5%;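 also: 0% = vehicle wells with enzyme and 100% = reference inhibitor wells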
# Neddylation inh = inhibitors of human cullin neddylation. P61081+Q13564. calls only at 25 µM. TR-FRET cullin neddylation, biochemical. actives 0.58% (n = 360,000); in the data active = inhibition above about 36%
# MsrA act = bovine methionine sulfoxide reductase A activation; AID 602163; activation, % at 10.6 µM; purified bovine MsrA, absorbance read-out; actives 0.3% (n = 360,000); in the data active = activation above about 7.5%;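 also: 0% = vehicle and 100% = reference activator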
# FAS-TE inh = blocks the thioesterase domain of human fatty acid synthase; AID 602261; P49327; recombinant FAS-TE, OMFH fluorogenic substrate, fluorescence endpoint; inhibition, % at 15 µM; actives 0.67% (n = 360,000);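 active = compounds whose normalised, plate-corrected inhibition of enzyme fluorescence in the single-dose primary screen is 50% or more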;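 also: 0% = DMSO with enzyme and 100% = substrate without enzyme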
# Target sequence (P49327 whole entry, looked up, the tested form may be a part): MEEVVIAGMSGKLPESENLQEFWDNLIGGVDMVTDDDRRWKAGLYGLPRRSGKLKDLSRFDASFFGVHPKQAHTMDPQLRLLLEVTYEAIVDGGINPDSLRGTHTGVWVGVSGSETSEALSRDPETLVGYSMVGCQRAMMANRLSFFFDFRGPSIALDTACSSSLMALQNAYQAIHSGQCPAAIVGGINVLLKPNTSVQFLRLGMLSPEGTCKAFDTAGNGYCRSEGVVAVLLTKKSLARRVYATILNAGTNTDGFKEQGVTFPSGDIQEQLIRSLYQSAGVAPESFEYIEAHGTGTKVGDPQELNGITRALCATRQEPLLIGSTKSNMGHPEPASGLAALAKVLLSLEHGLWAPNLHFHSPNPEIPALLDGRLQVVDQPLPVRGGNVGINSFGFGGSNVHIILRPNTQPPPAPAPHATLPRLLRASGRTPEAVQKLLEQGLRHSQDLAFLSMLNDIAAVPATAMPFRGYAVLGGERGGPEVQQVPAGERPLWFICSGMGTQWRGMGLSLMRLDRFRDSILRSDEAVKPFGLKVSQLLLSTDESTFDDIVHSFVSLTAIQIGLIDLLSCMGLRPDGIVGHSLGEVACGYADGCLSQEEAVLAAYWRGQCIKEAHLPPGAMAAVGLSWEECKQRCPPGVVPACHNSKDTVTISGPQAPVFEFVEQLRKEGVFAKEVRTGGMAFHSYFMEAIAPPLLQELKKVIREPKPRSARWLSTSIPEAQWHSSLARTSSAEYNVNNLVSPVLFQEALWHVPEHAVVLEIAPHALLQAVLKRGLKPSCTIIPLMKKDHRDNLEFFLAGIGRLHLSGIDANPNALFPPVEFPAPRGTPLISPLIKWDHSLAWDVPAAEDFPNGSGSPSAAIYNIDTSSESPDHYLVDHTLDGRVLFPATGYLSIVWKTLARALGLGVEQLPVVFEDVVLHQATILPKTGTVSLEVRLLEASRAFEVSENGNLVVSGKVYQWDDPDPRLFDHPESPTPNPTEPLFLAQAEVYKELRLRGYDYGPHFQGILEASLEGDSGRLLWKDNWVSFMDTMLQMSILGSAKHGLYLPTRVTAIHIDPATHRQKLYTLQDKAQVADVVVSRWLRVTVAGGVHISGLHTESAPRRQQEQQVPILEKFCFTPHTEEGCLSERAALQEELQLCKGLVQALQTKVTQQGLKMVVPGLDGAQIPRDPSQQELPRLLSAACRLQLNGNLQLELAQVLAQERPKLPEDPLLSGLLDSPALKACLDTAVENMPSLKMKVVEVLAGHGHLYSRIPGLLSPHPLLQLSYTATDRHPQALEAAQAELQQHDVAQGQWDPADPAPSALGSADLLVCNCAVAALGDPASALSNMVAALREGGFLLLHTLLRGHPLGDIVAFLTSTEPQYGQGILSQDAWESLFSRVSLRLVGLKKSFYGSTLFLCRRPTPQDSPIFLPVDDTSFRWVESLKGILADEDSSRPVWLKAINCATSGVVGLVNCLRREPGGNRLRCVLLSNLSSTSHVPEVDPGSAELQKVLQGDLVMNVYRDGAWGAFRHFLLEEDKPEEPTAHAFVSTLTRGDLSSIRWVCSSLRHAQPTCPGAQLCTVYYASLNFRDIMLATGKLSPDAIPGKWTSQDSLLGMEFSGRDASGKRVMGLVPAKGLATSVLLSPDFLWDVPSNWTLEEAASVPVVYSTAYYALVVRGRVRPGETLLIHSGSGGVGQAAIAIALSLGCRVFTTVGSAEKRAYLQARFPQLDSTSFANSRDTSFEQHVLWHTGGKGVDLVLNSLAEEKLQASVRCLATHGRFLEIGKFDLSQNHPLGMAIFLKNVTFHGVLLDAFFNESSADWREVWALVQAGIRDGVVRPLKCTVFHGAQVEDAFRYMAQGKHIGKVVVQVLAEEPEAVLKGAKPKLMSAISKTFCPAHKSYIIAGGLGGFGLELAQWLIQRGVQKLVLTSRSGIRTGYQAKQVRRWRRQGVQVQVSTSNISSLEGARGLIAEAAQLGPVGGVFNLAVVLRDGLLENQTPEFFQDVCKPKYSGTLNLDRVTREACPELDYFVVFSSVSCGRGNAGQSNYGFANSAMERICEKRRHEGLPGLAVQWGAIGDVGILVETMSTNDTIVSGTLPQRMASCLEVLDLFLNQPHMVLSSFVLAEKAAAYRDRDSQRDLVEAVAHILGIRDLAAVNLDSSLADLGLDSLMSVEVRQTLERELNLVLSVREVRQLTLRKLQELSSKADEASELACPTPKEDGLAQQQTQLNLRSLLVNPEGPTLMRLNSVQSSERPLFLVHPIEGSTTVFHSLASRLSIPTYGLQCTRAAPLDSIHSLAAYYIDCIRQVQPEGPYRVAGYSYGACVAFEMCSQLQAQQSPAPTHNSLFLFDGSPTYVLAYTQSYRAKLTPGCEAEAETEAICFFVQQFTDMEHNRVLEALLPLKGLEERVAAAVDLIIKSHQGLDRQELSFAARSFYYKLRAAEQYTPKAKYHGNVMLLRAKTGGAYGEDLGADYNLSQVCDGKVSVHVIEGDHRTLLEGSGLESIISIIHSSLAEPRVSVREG
# eLon inh = inhibitors of E. coli Lon protease; purified E. coli Lon protease, fluorescence polarization; inhibition, % at 7.94 µM; P0A9M0; actives 0.42% (n = 360,000); in the data active = inhibition above about 13%, passing the limit was not always enough;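 also: 0% = enzyme with probe and DMSO and 100% = no enzyme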
# Tb MetRS inh = blocks T. brucei methionyl-tRNA synthetase activity. purified T. brucei MetRS, ATP depletion, Kinase-Glo luminescence. inhibition, % at 11.9 µM. actives 0.4% (n = 360,000). AID 624268;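 active = inhibition above a per-plate cutoff of the control wells' mean inhibition plus 3 SD, cut at about 5.5% in these data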;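 also: 0% = DMSO wells median and 100% = median of wells with control inhibitor compound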
#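 Dosing: 11.9 µM single point; system: parasite MetRS enzyme; technique: luminescence of leftover ATP; times: 15 min enzyme-compound preincubation, 2 h reaction, 10 min detection, 25 °C; replicates: each compound tested once; read-out basis: percent inhibition relative to median high and low control wells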
# Active calls of the source: *; i = inactive; nt = no result given; + = active, no number.
SMILES,CSN inh,Rin1 Abl inh,PABP1 MLLE inh,MsrA inhibitor,Neddylation inh,MsrA act,FAS-TE inh,eLon inh,Tb MetRS inh
CC(=O)c1ccc(NC(=O)N2C3CCC2CC(O)(c2cccnc2)C3)cc1 (centres undefined),0,2,6,0.4,i,-3,0,8,-0.1
CC(=O)Nc1ccc(NC(=O)CSc2nc(=O)n3cccc(C)c3n2)cc1,1,-1,-2,0.7,i,-6,-2,3,-0.5
O=C(O)c1ccc(NC(C(=O)c2ccccc2)c2ccccc2)cc1 (centres undefined),-3,2,-2,1.3,i,-11,-7,-4,-0.4
Cc1cccc(C(C)C)c1NC(=O)CSc1nncn1C,-3,2,-5,-0.2,i,-2,-7,-5,-0.3
CC(C)CSc1nnc2[nH]c(=O)cc(N)n12,3,1,-2,-0.2,i,-4,-7,-1,-0.6
O=C1CC(/C=C/c2ccc([N+](=O)[O-])cc2)=Nc2ccccc2N1,6,-2,-3,-0.2,i,-4,22,4,0.0
COC(=O)C[C@H](NC(=O)Cn1cnc(C(=O)Nc2ccc(C)c(C)c2)n1)C(=O)OC,4,-6,-5,2.4,i,-4,-8,-14,-0.1
COc1ccc(C(=O)CCC(C)(C)[N+](=O)[O-])cc1OC,3,-2,-2,1.5,i,-1,0,4,-0.4
O=C(CO/N=C/c1ccccc1OC(F)F)NCc1ccco1,2,-4,7,1.3,i,-9,-4,-10,-0.4
O=[N+]([O-])c1ccc(OCn2cncn2)cc1,0,-1,10,0.5,i,3,-7,-2,0.3
NC(=S)N/N=C/c1cc([N+](=O)[O-])ccc1Cl,2,-3,-31,1.8,i,-5,2,14,-0.3
COc1ccc(/C=C2\Sc3ccc(C(=O)NC4CC4)cc3N(C)C2=O)cc1OC,-4,-2,0,4.1,i,-1,4,-10,-0.3
COc1cccc(CNC(=O)[C@@H]2CCCN2C(=O)[C@@H]2CCCN2C(=O)c2cccc(OC)c2)c1,-7,nt,nt,-0.4,i,-2,-17,-2,-0.4
Cc1cc(NS(=O)(=O)c2ccc(NC(=O)Cc3ccc([N+](=O)[O-])cc3)cc2)nc(C)n1,4,0,-27,2.0,i,-2,-2,2,0.0
COc1ccc(S(=O)(=O)N(C)C)cc1NC(=O)c1ccc2c(c1)OCCO2,-4,-3,-8,-0.8,i,-2,1,0,-0.3
COC(=O)[C@]12CCCCC=C1N(Cc1cccc3ccccc13)C(=O)[C@H](CC(=O)N1CCCC1)C2,0,nt,nt,-0.2,i,-2,3,-2,-0.1
CCOC(=O)c1sc(SC)c2c1CCCC2=O,0,-3,2,2.0,i,-2,-6,-5,-0.1
CCOc1ccc(NC(=O)CN(C)C(=O)c2cc([N+](=O)[O-])ccc2Sc2ccccc2)cc1OCC,4,0,-5,0.5,i,-2,26,-3,-0.2
CCC(Sc1nc(N)c(NC(=O)c2ccco2)c(=O)[nH]1)C(=O)O (centres undefined),-6,1,12,0.1,i,-3,-6,4,-0.1
Cc1ccc(C(C(=O)NCc2ccco2)N(C(=O)CNC(=O)c2cccs2)c2ccc(C)cc2)cc1 (centres undefined),-3,-1,-4,1.3,i,-3,-1,-6,-0.2
CCCOc1cccn2c(N(C)C(=O)c3ccccc3F)c(CC)nc12,1,-5,8,-1.0,i,-1,4,-4,-0.2
CCCCN(C(=O)C(C)Oc1ccc(Br)cc1)c1c(N)n(CC(C)C)c(=O)[nH]c1=O (centres undefined),1,3,-53,-0.4,i,-13,4,-7,-0.3
C1=C(c2cc3ccccc3cn2)CCCC1,-5,3,-3,0.8,i,-3,12,-2,-0.4
CC(=O)c1ccc(OCC(O)CN2CC(C)OC(C)C2)cc1 (centres undefined),4,1,4,1.1,i,-5,-9,-7,-1.2
O=C(Nc1ccc(C(F)(F)F)cc1-c1ccccc1)c1ccccc1,-3,-4,1,1.0,i,-1,-4,12,-0.6

# The last 4 entries of the part above come first, to join the parts:
SMILES,CSN inh,Rin1 Abl inh,PABP1 MLLE inh,MsrA inhibitor,Neddylation inh,MsrA act,FAS-TE inh,eLon inh,Tb MetRS inh
CCCCN(C(=O)C(C)Oc1ccc(Br)cc1)c1c(N)n(CC(C)C)c(=O)[nH]c1=O (centres undefined),1,3,-53,-0.4,i,-13,4,-7,-0.3
C1=C(c2cc3ccccc3cn2)CCCC1,-5,3,-3,0.8,i,-3,12,-2,-0.4
CC(=O)c1ccc(OCC(O)CN2CC(C)OC(C)C2)cc1 (centres undefined),4,1,4,1.1,i,-5,-9,-7,-1.2
O=C(Nc1ccc(C(F)(F)F)cc1-c1ccccc1)c1ccccc1,-3,-4,1,1.0,i,-1,-4,12,-0.6
CCOc1ccc(-n2ccc(=O)c(C(=O)Nc3ccc(S(=O)(=O)Nc4nccs4)cc3)n2)cc1,0,-1,9,4.5,i,-9,-6,-1,-0.2
CCC(C)NC(=S)Nc1ccc2nc(N3CCOCC3)cc(C)c2c1 (centres undefined),-1,-2,-33,0.9,nt,-3,-16,1,-0.1
CN(CC(=O)Nc1ccc(F)cc1)C(=O)c1cccc(S(=O)(=O)N2CCN(c3ccccc3)CC2)c1,-4,-1,11,-1.2,i,-1,16,5,-0.2
CN(C)CCCNC(=O)c1cc2c3ccccc3n(C)c2s1,-1,-6,-4,1.2,i,-6,-5,6,-1.0
Nc1nc(SCC(=O)Nc2ccc3c(c2)OCO3)n[nH]1,1,-2,1,0.3,i,-3,-6,-2,-0.3
COc1cc(NC(=O)CCCn2c(=S)[nH]c3ccccc3c2=O)cc(OC)c1OC,-6,2,-44,-0.8,i,0,-3,-4,0.2
O=C(COc1ccccc1[N+](=O)[O-])Nc1ccccc1N1CCCC1,2,0,3,0.5,i,-4,22,0,-0.7
COc1cc2cc(CN(CCN3CCOCC3)C(=O)Nc3ccc(F)cc3)c(=O)[nH]c2cc1OC,0,-2,0,3.6,i,-7,-5,1,-0.5
O=C(Nc1ccc(S(=O)(=O)Nc2ccc(F)cc2)cc1)c1ccc(CN2CCOCC2)cc1,3,2,9,-0.5,i,-1,0,4,0.1
CCC1=Nc2cc(C(=O)NCCCN3CCN(C)CC3)ccc2Sc2ccccc21,1,1,5,1.1,i,1,-3,-1,-0.2
CCc1ccc(C(=O)Nc2cc(S(=O)(=O)N3CCOCC3)ccc2N2CCOCC2)cc1,-5,0,5,1.0,i,-1,15,-3,-0.3
O=c1[nH]c(=S)[nH]c2nc(-c3ccccc3)cnc12,3,-2,31,1.2,i,7,-1,-5,0.3
O=C1c2ccccc2C(=O)N1CCC(O)C[N+](=O)[O-] (centres undefined),5,1,-12,2.6,i,-2,-5,1,-0.3
O=C(Nc1ncc([N+](=O)[O-])s1)C1CCN(S(=O)(=O)c2cnc[nH]2)CC1,-9,1,9,3.3,i,-5,-6,8,-0.3
COc1cc(/C=N/Nc2ccc(C(=O)O)cc2)ccc1O,0,-6,7,7.1*,i,-6,-7,3,-0.3
OC(COc1ccc2ccccc2c1)CN1CCN(c2ccc(F)cc2)CC1 (centres undefined),-7,-3,-3,-1.1,i,-3,0,1,-0.8
Cc1ccc(C(=O)NC(=O)CSc2nncn2C)cc1,4,-1,7,2.3,i,-3,1,7,-0.4
O=C1c2cccc3c([N+](=O)[O-])ccc(c23)C(=O)N1O,3,-1,26,1.6,i,-5,-74,43,1.4
Cc1ccccc1OC/C(O)=C(\C#N)c1nc2ccccc2[nH]1,4,-5,-4,-1.7,i,3,-7,4,0.1
Cc1cccc(NC(=S)NN(Cc2ccccc2)c2ccccc2)c1C,7,-2,16,-0.8,i,-3,9,-4,0.0
O=C(Nc1ccccc1C(=O)Nc1ccccn1)c1cc(F)c(F)cc1Cl,1,-1,-13,0.4,i,-3,2,0,-0.4
CCCCN(C(=O)CN1CCOCC1)c1c(N)n(CC(C)C)c(=O)[nH]c1=O,-11,-1,2,-0.5,i,-5,-12,4,-0.8
CN(C(=O)c1ccccc1C(=O)OCC(=O)NCc1cccs1)C1CCCCC1,0,-1,-12,0.3,i,-11,-2,-8,-1.0
COc1ccc(C2=NCC(CSc3nnc(-c4ccc5c(c4)OCO5)o3)S2)cc1 (centres undefined),-1,2,-108,-0.8,i,3,24,-3,-0.6
CC(=O)Nc1sc(-c2ccccc2)nc1-c1ccccc1,0,-2,7,1.4,i,-1,6,8,-0.9

# MsrA inhibitor: hit marks shown above
Compound	CSN inh	Rin1 Abl inh	PABP1 MLLE inh	MsrA inhibitor	Neddylation inh	MsrA act	eLon inh	Tb MetRS inh
COc1cc(/C=N/Nc2ccc(C(=O)O)cc2)ccc1O	0	-6	7	7.1*	i	-6	3	-0.3

# The listing continues.
SMILES,CSN inh,Rin1 Abl inh,PABP1 MLLE inh,MsrA inhibitor,Neddylation inh,MsrA act,FAS-TE inh,eLon inh,Tb MetRS inh
O=c1n(Cc2ccccc2Cl)nc2n1-c1ccccc1SC2,-1,-2,21,0.1,i,-4,22,6,-0.7
Cc1ccc(Cl)cc1N(C(=O)c1csnn1)C(C(=O)NC1CCCC1)c1ccco1 (centres undefined),0,3,7,-0.2,i,0,-2,2,-0.8
O=C(Nc1ccccc1)Nc1cc(Cl)cc(Cl)c1,1,-3,13,0.0,i,-1,24,5,5.0
CCN(CC)C(=O)Cn1cc(/C=C(\C#N)C(=O)N2CCN(c3ccccc3)CC2)c2ccccc21,-2,2,-3,2.9,i,0,12,-9,-0.1
Cc1ccc2c(c1)[nH]c1c(=O)n(CCCN3CCOCC3)cnc12,4,-2,1,0.1,i,-3,-11,-4,-1.0
CCC(C)CN1C(=O)CSCC1(C)C(=O)NC(C)C (centres undefined),1,nt,nt,0.3,i,nt,nt,nt,-0.2
O=C(c1cccc(S(=O)(=O)N2CCc3ccccc3C2)c1)N1CCN(c2ccccc2)CC1,3,-2,3,0.0,i,-2,21,-5,0.5
O=C(COC(=O)CCC(=O)c1cccs1)Nc1ccccc1[N+](=O)[O-],7,2,11,0.3,i,-1,6,0,-0.6
Cc1ccc(OCC(O)CNCc2ccccc2)cc1C (centres undefined),6,3,-26,0.0,i,0,-2,-12,-0.5
Cc1ccc([C@@H]2CC=C(C(=O)O)[C@H](c3ccc(Br)cc3)N2S(=O)(=O)c2ccccc2C)cc1,10,0,8,-0.7,i,-3,9,-7,0.5
Cc1nnc(SCC(=O)Nc2ccc(Cl)cn2)s1,-2,1,-2,-0.9,i,1,-8,-9,-0.1
CCCC(C)n1[nH]c(=O)c2c(C)cc(C)nc21 (centres undefined),-1,0,-3,2.1,i,-2,-6,-11,0.2
C/C(=N\O)C(C)/[N+]([O-])=C/c1nc(C)c(C)n1O (centres undefined),-7,0,-7,5.2*,i,-11,-17,5,-1.4
O=C(Nc1nnc(-c2ccc(Br)cc2)o1)c1cccc(N2C(=O)CCC2=O)c1,11,0,-2,2.4,i,-2,-2,-13,0.0
CCCc1nc2ccc(C)cn2c1Cc1ccccc1OC,-1,0,7,0.8,i,-1,1,-4,0.8
O=C(Nc1ccc(N2CCN(C(=O)c3ccccc3)CC2)cc1)c1cc2ccccc2o1,-1,-3,6,1.2,nt,-1,8,-1,-0.5
COc1ccc(OC)c(/C=N\NC(=O)CSc2nnc(CCCc3ccc(OC)c(C)c3)o2)c1,-2,0,-3,0.7,+,1,14,-4,-0.8
CC1(C)CC(=O)C(C=NCCN2CCN(C(=S)NC3CCCCC3)CC2)=C(O)C1,-6,-5,-110,-0.2,i,-6,-11,3,-0.9
CC(C)(C)CC(C)(C)NCC(O)COCCOc1ccc(Br)cc1 (centres undefined),1,0,16,-1.7,i,0,0,2,0.2
Cc1cc(OC(=O)C(C)(C)C)c([N+](=O)[O-])c(=O)[nH]1,-1,-5,12,0.6,i,-2,-12,-3,-0.3
Cc1ccccc1Nc1nc(N)nc(CSc2nc3ccccc3s2)n1,-3,1,6,-0.1,i,-4,10,5,-0.1

# A few values from the entries so far.
# OC(COc1ccc2ccccc2c1)CN1CCN(c2ccc(F)cc2)CC1 (centres undefined) @ eLon inh = 1
# COc1cccc(CNC(=O)[C@@H]2CCCN2C(=O)[C@@H]2CCCN2C(=O)c2cccc(OC)c2)c1 @ Tb MetRS inh = -0.4
